D1 ag = human D1 receptor agonism; activation, % at 2 µM; HEK293 T-REx D1 cells, calcium flux, agonist mode; AID 504660; actives 1% (n = 360,000); P21728; also: 0% is about no effect
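Inducible HEK293 T-REx D1 cells, force-coupled to calcium signalling, were plated at 4000 cells/well with tetracycline and held overnight at 30 C. After no-wash calcium dye loading, compound-evoked calcium rise over 180 s flagged agonists.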
D2 potentiator = D2 dopamine receptor (human) potentiation | P14416 | HEK293 T-REx D2, calcium flux, EC20 dopamine potentiation | potentiation, % at 10 µM | actives 0.34% (n = 340,000) | AID 485347;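 active = potentiation over 3 SD above the plate norm, cut at about 30% in these data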; also: 0% is about no effect
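Potentiation of an EC20 dopamine calcium response is measured in a force-coupled, tetracycline-inducible Hek293 Trex D2 line. Compound-only kinetic reads over 180 s flag agonists before dopamine addition.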
D2 ag = D2 dopamine receptor (human) agonism; HEK293 T-REx D2 cells, calcium flux agonist mode; activation, % at 2 µM; AID 485358; P14416; actives 0.53% (n = 340,000);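 active = activation over 3 SD above normal in the single-dose calcium agonist read, cut at about 30% in these data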; also: 0% is about no effect
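In this primary screen, compounds producing a positive calcium signal within 180 s of addition to tetracycline-induced, force-coupled HEK293 Trex D2 cells are flagged; cells are dye-loaded with a no-wash calcium kit beforehand.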
RXFP1 antag = blocks the human relaxin receptor RXFP1; actives 0.59% (n = 350,000); activity change, negative = inhibition, % at 57.5 µM; AID 1259400; HEK293-RXFP1, relaxin-stimulated cAMP HTRF, 30 min; active compounds read low; Q9HBX9;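 active = activity change of -60% or lower, but not beyond a set lower limit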; also: % is scaled to controls: 0 for no effect and ±100 for the full control effect
Target sequence (Q9HBX9 whole entry, looked up): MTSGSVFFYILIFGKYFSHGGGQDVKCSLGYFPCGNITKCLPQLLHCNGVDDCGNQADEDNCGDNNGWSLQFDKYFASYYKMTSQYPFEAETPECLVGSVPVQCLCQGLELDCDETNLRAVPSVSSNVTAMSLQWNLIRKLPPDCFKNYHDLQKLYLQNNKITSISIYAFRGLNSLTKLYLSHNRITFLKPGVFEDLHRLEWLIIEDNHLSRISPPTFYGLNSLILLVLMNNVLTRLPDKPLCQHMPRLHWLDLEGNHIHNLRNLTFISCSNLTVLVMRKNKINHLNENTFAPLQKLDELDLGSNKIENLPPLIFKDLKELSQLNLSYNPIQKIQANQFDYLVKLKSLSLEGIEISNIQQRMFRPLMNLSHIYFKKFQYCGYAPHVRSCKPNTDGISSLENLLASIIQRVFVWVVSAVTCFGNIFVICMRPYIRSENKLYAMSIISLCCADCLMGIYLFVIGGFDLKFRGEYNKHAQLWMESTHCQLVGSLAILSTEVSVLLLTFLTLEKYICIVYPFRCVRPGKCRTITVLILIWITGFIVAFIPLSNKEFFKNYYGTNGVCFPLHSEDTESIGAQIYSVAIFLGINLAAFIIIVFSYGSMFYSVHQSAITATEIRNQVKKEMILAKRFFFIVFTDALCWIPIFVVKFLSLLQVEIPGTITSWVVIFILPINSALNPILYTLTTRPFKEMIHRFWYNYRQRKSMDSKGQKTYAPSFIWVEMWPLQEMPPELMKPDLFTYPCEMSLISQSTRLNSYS
D1 antagonist = antagonists of human D1 dopamine receptor | P21728 | HEK293 TREx D1 cells, calcium flux, dopamine EC80; active compounds read low | activity change, negative = inhibition, % at 10 µM | actives 3.2% (n = 360,000) | AID 504652; in the data active = activity change below about -30%; also: % is scaled to controls: 0 for no effect and ±100 for the full control effect
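HEK293 T-REx cells expressing inducible, force-coupled D1 receptor; no-wash Ca dye, 30–90 min RT. Cmpd → 180 s read at 1 Hz → EC80 DA → 180 s read.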
TRHR ag = activates the human TRH receptor; P34981; TRHR cells, calcium flux fluo-8, FDSS agonist mode; activation, % at 2 µM; actives 0.18% (n = 360,000); also: 0% is about no effect
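Fluo-8-loaded TRHR cells; 10 s baseline, compound added, kinetic Ca2+ fluorescence read 1/s, agonist mode.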
D2 antag = D2 dopamine receptor (human) antagonism; HEK293 TREx D2 cells, calcium flux, dopamine EC80; inhibition, % at 10 µM; actives 2% (n = 340,000); in the data active = inhibition above about 30%; also: 0% is about no effect
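Overnight-induced (tetracycline, 30 C) HEK293 T-REx cells carrying force-coupled D2 receive a no-wash calcium dye, then compound, then EC80 dopamine at 180 s; signals are read kinetically throughout.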
TRHR enhancer = allosteric enhancers of human TRH receptor; P34981; TRHR cells, fluo-8 calcium fluorescence, EC20 TRH enhancement; actives 0.66% (n = 360,000); enhancement, % at 2 µM; AID 493056; in the data active = enhancement above about 30%; also: 0% is about no effect
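TRHR-expressing cells loaded with fluo-8 calcium dye were read kinetically (ex 480/em 530) during compound addition, then stimulated with an EC20 of TRH (10 nM final). Enhancement of the Gq-mediated intracellular calcium response was scored.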
D1 potentiator = human D1 dopamine receptor positive modulation | actives 0.036% (n = 360,000) | AID 504651 | HEK293 TREx D1 cells, calcium flux, dopamine EC20 potentiation | P21728 | potentiation, % at 10 µM; in the data active = potentiation above about 30%; also: 0% is about no effect
The depositor's hits bear a star; / = no result given; & = joins results of further samples. Rule as the data show it, unless noted: active = activation above about 30%; inactive = the rest.

No. | Structure | D1 ag | D2 potentiator | D2 ag | RXFP1 antag | D1 antagonist
1 | CCOC(=O)c1c(C)oc2nc(C)nc(NCc3ccc(C)cc3)c12 | 4 | -4 | -1.3 | -9 | 5
2 | Cc1cccc2nc(CSc3nnc4ccccn34)cn12 | 0 | -15 | 0.7 | 4 | 8
3 | CCOc1ccc(-n2cc(-c3ccccc3)c3c(N4CCN(c5ccccc5OC)CC4)ncnc32)cc1 | -2 | -11 | 1.2 | 13 | -32*
4 | CCOC(=O)c1ccccc1NC(=O)N(Cc1ccco1)C1CCN(C(C)=O)CC1 | 0 | -9 | -2.3 | -14 | 0
5 | COc1cccc2cc(C(=O)Nc3ccc(F)c(F)c3)c(=O)oc12 | 3 | -12 | / | / | -1
6 | CC(C)C(NC(=O)c1ccccc1F)C(=O)NCCc1ccccn1 (configuration not stated) | 11 | -6 | -0.4 | 11 | -8
7 | Cc1ccccc1N1C(=O)C2CCCN2C1=S (configuration not stated) | 3 | -12 | -0.2 | -8 | 8
8 | Cc1nc(-c2ccc(Cl)cc2)sc1CCNC(=O)C(=O)Nc1ccc2c(c1)OCO2 | 5 | -4 | -1.3 | -10 | -17
9 | O=Cc1ccc2noc(-c3ccc(Cl)cc3)c2c1 | 0 | / | / | 6 | -16
10 | COCCCNc1nc2ccccc2[nH]c1=O | 1 | 4 | / | -3 | 5
11 | Cc1ccc(NC(=O)C2C3C=CC4(O3)C2C(=O)N(CCCN2CCCC(C)C2)C4C(=O)NC2CCCCC2)cc1 (configuration not stated) | 3 | 3 | -0.3 | -26 | 2
12 | COc1ccccc1NS(=O)(=O)c1cccc(NC(=O)NC2CCCCC2)c1 | 2 | -4 | 0.5 | 11 | -10
13 | COC(=O)c1cc(CNC(=O)c2sccc2-c2ccccc2)ccc1OC | 8 | 9 | -2.0 | 1 | -17
14 | CC(O)[C@H]1CNCCN1CC1(c2ccccc2)CC1 (some centres not stated) | 1 | 11 | -0.3 | / | 8
15 | O=C1NC(=Nc2ccccc2)c2c1cccc2[N+](=O)[O-] | 0 | 3 | / | -3 | -26

No. | TRHR ag | D2 antag | TRHR enhancer | D1 potentiator
1 | 0.2 | / | 6 | 1
2 | 0.0 | 5 | 1 | -3
3 | -0.4 | / | -6 | -1
4 | -1.2 | / | 0 | 5
5 | 0.4 | / | 1 | -7
6 | -0.1 | -16 | 0 | -1
7 | 0.0 | 18 | -3 | -2
8 | 0.4 | / | -6 | -2
9 | -0.4 | / | 2 | -6
10 | -0.1 | / | -6 | -3
11 | -0.6 | 6 | 1 | -1
12 | -1.4 | 19 | -2 | -3
13 | -0.9 | -1 | -10 | -7
14 | 0.2 | -1 | -3 | -4
15 | -0.6 | / | 3 | -2

Going on with the list.
No. | Structure | D1 ag | D2 potentiator | D2 ag | RXFP1 antag | D1 antagonist
16 | Cc1ccc(OCC(=O)c2c(N)n(C)c(=O)n(C)c2=O)c([N+](=O)[O-])n1 | 4 | -2 | 0.5 | 7 | 15
17 | CC(C)Cc1nc2sc3c(c2c(=O)n1N)CC(C)(C)OC3 | 6 | -7 | -0.5 | -19 | -6
18 | CCOc1ccccc1NC(=O)N1CCCC(c2nc3c(nnn3Cc3ccc(C)cc3)c(=O)[nH]2)C1 (configuration not stated) | 1 | 2 | / | -5 | 8
19 | CC(C)NC(=O)CSc1nc2ccccc2nc1N1CCCCC1 | -2 | 0 | 0.0 | / | -1
20 | Cc1ccc(NC(=O)CN2C(=O)COc3ccc(S(=O)(=O)N4CCCC4)cc32)cc1C | 0 | 6 | -0.8 | 6 | -9
21 | O=C(Cn1c(=O)oc2cc(S(=O)(=O)N3CCCCCC3)ccc21)Nc1ccc(F)cc1F | -1 | -6 | / | -14 | -25
22 | CC(C)c1nn2c(=O)cc(COC(=O)c3ccccc3NC(=O)C3CCCCC3)nc2s1 | -1 | 3 | -0.6 | 4 | 2
23 | Cc1ccc(C)n1-c1sc2c(c1C#N)CCCC2 | 2 | -19 | -0.5 | -14 | -25
24 | Cc1ccc2c(c1)NC(=O)C(CC(=O)NCCCN1CCCC1)O2 (configuration not stated) | 5 | -2 | 0.5 | 8 | 11
25 | O=C(CCNC(=O)N1CC(=O)Nc2ccccc21)Nc1ccc(Cl)cc1 | 4 | -5 | 0.0 | 3 | -14
26 | CCCCCCNC(=O)c1cc(S(=O)(=O)N2CCc3ccccc32)ccc1F | 17 | 5 | 1.4 | -2 | 2
27 | O=S(=O)(c1ccc(Cl)cc1)N1CN(CC2CCCO2)c2nc3ccccc3nc21 (configuration not stated) | 0 | 1 | -0.3 | -26 | -5
28 | O=C(CCNC(=O)c1ccccc1Cl)Nc1nnc(C2CC2)s1 | 4 | 1 | 2.1 | -16 | -7
29 | Cc1ccc(S(=O)(=O)NNC(=O)C(O)(c2ccccc2C)c2ccccc2C)cc1 | -1 | 6 | -1.5 | / | -5
30 | CCN(CC)S(=O)(=O)c1ccc(NN)nc1 | 1 | 7 | 1.3 | -3 | -3

No. | TRHR ag | D2 antag | TRHR enhancer | D1 potentiator
16 | 0.6 | 33* | 0 | 3
17 | 0.6 | 1 | -2 | -4
18 | -0.8 | / | 0 | 3
19 | -1.4 | / | -10 | 5
20 | 0.3 | 1 | -3 | 1
21 | -0.2 | / | 4 | -3
22 | 0.5 | / | 3 | 0
23 | -0.7 | 13 | -10 | -9
24 | 0.2 | -14 | -1 | /
25 | 0.1 | -1 | 4 | 5
26 | 2.2 | 0 | 5 | -5
27 | -0.4 | -3 | -10 | 1
28 | -0.7 | 18 | 1 | -5
29 | -0.9 | 20 | 1 | -14
30 | 1.0 | -12 | 27 | -4

Following part:
No. | Structure | D1 ag | D2 potentiator | D2 ag | RXFP1 antag | D1 antagonist
31 | COc1c(/C=N/NC(=O)c2ccccc2O)c(CCN(C)C(C)=O)cc2c1OCO2 | 4 | -24 | 0.4 | -3 | -3
32 | COC(=O)c1c(-c2ccc(Cl)cc2)noc1N1CCN(c2ccccc2F)CC1 | 0 | -4 | 0.6 | 5 | 1
33 | CCC(C)C(=O)N1CCCC(c2nc(-c3cccs3)no2)C1 (configuration not stated) | 1 | 0 | 0.2 | -2 | -1
34 | CC1CCc2c(sc3ncnc(SCC(=O)N4CCN(C(=O)c5ccco5)CC4)c23)C1 (configuration not stated) | 0 | 5 | 0.6 | / | 0
35 | COc1cccc(-c2cccc(NC(=O)C3CCN(C4CCC4)CC3)c2)c1 | 4 | -9 | / | -4 | 31
36 | COc1cccc(CNC(=O)CN2C(=O)CSc3ccc(S(=O)(=O)N4CCCCC4)cc32)c1 | 1 | -1 | 0.1 | 0 | 9
37 | O=C(O)c1ccc(/C=N/n2cc(-c3ccccc3)[nH]c2=S)cc1 | 3 | -5 | -1.0 | 6 | -15
38 | COc1ccc(/C=C(\C#N)c2nc(-c3cc4c(ccc5ccccc54)oc3=O)cs2)cc1O | 16 | 6 | 0.1 | 8 | -11
39 | COc1cc(C(=O)NCc2nnc(SCC(=O)Nc3nc4ccccc4s3)o2)cc(OC)c1OC | 3 | 15 | 0.1 | -17 | -3
40 | Nn1c(COc2ccc(Cl)cc2)n[nH]c1=S | 1 | 9 | -0.2 | -27 | -22
41 | CC(=O)c1c(C)[nH]c(C(=O)OCC(=O)NCCC2=CCCCC2)c1C | 9 | 15 | -0.2 | -15 | -7
42 | COc1ccc(-c2nc3scc(CCNC(=O)Cc4ccc(F)cc4)n3n2)cc1 | -2 | -5 | 0.2 | -6 | 6
43 | NS(=O)(=O)c1ccc(N/N=C/c2cn(-c3ccccc3)nc2-c2cccs2)cc1 | 3 | -23 | -0.2 | 13 | 18
44 | Cc1ccc2nc(N3CCN(c4ccc(F)cc4)CC3)c3nnnn3c2c1 | 0 | -6 | 1.9 | 1 | -16
45 | COc1cccc(NC(=O)CSc2nc3ccccc3nc2N2CCOCC2)c1 | 3&10 | -3&-10 | -0.1&0.9 | -3&-4 | 10&0

No. | TRHR ag | D2 antag | TRHR enhancer | D1 potentiator
31 | -1.4 | 11 | 5 | -5
32 | 0.5 | / | -2 | 0
33 | 0.1 | -8 | 0 | -1
34 | 0.3 | 0 | 0 | -1
35 | 0.9 | / | -7 | -2
36 | -1.0 | 0 | -9 | -1
37 | -3.0 | -3 | -6 | -1
38 | 4.8 | / | -1 | -3
39 | -0.2 | 1 | 4 | 6
40 | -0.2 | 23 | 2 | -9
41 | -0.9 | 14 | 4 | 4
42 | -0.4 | / | 2 | -3
43 | 0.4 | -3 | 5 | -1
44 | 1.3 | / | -2 | -3
45 | -0.9&2.6 | 13 | -1&-18 | 4&0

(continued)
No. | Structure | D1 ag | D2 potentiator | D2 ag | RXFP1 antag | D1 antagonist
46 | O=C(COc1ccc(S(=O)(=O)N2CCCC2)cc1)NCc1ccco1 | 1 | 5 | -1.2 | 10 | -3
47 | Cc1ccc(OCC(=O)NNC(=O)C(=O)NC(C)(C)C)cc1 | 3 | -7 | 1.0 | 11 | 13
48 | CCOc1ccc(NC(=O)CN(c2ccc(Cl)cc2C)S(=O)(=O)c2ccccc2)cc1 | 0 | 2 | 1.4 | / | -9
49 | CCOC(=O)C1=C(O)/C(=C\c2cc(C)n(-c3ccccc3F)c2C)N=C1C | 4 | / | 0.0 | -10 | 0
50 | CCOc1ccc(CNS(=O)(=O)c2ccc3c(c2)CC(=O)N3C)cc1 | 1 | -6 | 0.5 | 5 | 4
51 | COc1ccc(-n2c(NNC(C)=O)nc3sc4c(c3c2=O)CCCC4)cc1 | 1 | 1 | -0.3 | 4 | 7
52 | CCOC(=O)c1c(Nc2ccc(O)cc2)nnc(-c2ccccc2)c1-c1ccccc1 | 0 | / | -1.9 | / | 10
53 | Cc1ccc2nc(C)cc(NCCO)c2c1 | 4 | 13 | 2.8 | -5 | 8

No. | TRHR ag | D2 antag | TRHR enhancer | D1 potentiator
46 | -0.7 | -20 | 1 | -2
47 | -0.2 | -7 | 0 | -4
48 | 3.8 | / | 0 | -3
49 | 0.9 | 18 | -8 | -4
50 | 0.1 | 12 | -2 | 9
51 | -0.1 | 7 | 6 | -8
52 | -0.9 | / | 10 | 6
53 | 0.3 | -11 | 0 | 3

Grouped by structure: the compounds so far with an aryl thioether with sulfur outside any ring.
No. | Structure | D1 ag | D2 potentiator | D2 ag | RXFP1 antag | D1 antagonist
2 | Cc1cccc2nc(CSc3nnc4ccccn34)cn12 | 0 | -15 | 0.7 | 4 | 8
19 | CC(C)NC(=O)CSc1nc2ccccc2nc1N1CCCCC1 | -2 | 0 | 0.0 | / | -1
34 | CC1CCc2c(sc3ncnc(SCC(=O)N4CCN(C(=O)c5ccco5)CC4)c23)C1 (configuration not stated) | 0 | 5 | 0.6 | / | 0
39 | COc1cc(C(=O)NCc2nnc(SCC(=O)Nc3nc4ccccc4s3)o2)cc(OC)c1OC | 3 | 15 | 0.1 | -17 | -3
45 | COc1cccc(NC(=O)CSc2nc3ccccc3nc2N2CCOCC2)c1 | 3&10 | -3&-10 | -0.1&0.9 | -3&-4 | 10&0

No. | TRHR ag | D2 antag | TRHR enhancer | D1 potentiator
2 | 0.0 | 5 | 1 | -3
19 | -1.4 | / | -10 | 5
34 | 0.3 | 0 | 0 | -1
39 | -0.2 | 1 | 4 | 6
45 | -0.9&2.6 | 13 | -1&-18 | 4&0

Screening data: PubChem, National Center for Advancing Translational Sciences (NCATS)
